From PubChem BioAssay
TWEAK Fn14 block = inhibitors of TWEAK-Fn14 interaction signaling. inhibition, % at 10 µM. hit rate 2% among 360,000. TWEAK-stimulated Fn14 reporter cells, luciferase luminescence, 8 h; in the data active means inhibition above about 50%
NR5A2 inv ag = inverse agonists of human LRH-1 (NR5A2) | O00482 | HEK293T StAR-luciferase reporter, LRH-1 transfected, 24 h | AID 602396 | inhibition, % at 3.6 µM | hit rate 0.13% among 360,000;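 active means inhibition above the mean inhibition of all tested compounds plus 3 SD, cut at about 73% in these data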;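 further: 0% = DMSO wells and 100% = reporter-only cells lacking LRH-1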
Target sequence (O00482 whole entry, looked up): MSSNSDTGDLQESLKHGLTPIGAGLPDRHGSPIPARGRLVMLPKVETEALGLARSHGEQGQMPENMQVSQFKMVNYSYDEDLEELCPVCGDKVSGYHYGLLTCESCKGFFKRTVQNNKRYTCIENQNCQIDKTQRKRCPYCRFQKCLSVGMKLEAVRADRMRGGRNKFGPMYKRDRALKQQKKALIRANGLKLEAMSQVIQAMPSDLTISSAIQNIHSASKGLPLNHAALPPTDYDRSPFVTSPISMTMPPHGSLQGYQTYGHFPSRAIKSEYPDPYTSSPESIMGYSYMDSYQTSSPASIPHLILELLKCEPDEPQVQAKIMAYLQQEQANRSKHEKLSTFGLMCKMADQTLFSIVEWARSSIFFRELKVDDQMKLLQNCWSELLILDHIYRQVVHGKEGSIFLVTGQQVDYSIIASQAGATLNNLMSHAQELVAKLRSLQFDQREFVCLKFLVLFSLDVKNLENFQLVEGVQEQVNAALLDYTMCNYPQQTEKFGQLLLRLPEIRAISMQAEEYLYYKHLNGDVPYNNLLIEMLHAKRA
SRC3 inh = inhibitors of human steroid receptor coactivator 3 (SRC3); Q9Y6Q9; HEK293 GAL4-SRC3 luciferase reporter, luminescence; inhibition, % at 3.6 µM; hit rate 0.17% among 360,000; AID 588352;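 active means inhibition above a per-campaign cutoff, the mean of all compounds plus 3 SD, cut at about 60% in these data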;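 further: 0% = DMSO-treated cells and 100% = gossypol-treated cells at 36 µM; higher means less SRC3-driven luciferase light from the GAL4 reporter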
NR2F2 inh = NR2F2 (human) inhibition, primary screen | AID 686940 | hit rate 0.7% among 370,000 | P24468 | HEK293T NGFI-A luciferase reporter, luminescence | inhibition, % at 8.6 µM;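 active means inhibition above a per-plate cutoff, mean inhibition of test wells between control levels plus 3 SD, cut at about 38% in these data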;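 further: cells cotransfected with COUP-TFII expression vector driving the NGFI-A reporter; 0% = median of COUP-TF2 test wells and 100% = reporter-only cells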
Target sequence (P24468 whole entry, looked up): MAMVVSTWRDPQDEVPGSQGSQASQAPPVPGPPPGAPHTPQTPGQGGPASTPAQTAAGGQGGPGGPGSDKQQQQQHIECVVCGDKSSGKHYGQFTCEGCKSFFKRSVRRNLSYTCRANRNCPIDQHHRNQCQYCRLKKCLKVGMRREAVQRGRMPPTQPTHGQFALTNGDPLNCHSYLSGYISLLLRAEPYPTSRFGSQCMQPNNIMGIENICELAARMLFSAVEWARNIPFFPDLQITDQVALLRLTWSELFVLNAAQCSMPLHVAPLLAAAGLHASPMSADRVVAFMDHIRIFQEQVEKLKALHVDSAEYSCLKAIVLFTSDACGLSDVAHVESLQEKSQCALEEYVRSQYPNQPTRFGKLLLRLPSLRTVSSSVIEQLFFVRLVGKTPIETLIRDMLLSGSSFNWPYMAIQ
LMP1 NFkB inh = reduces LMP1-driven NF-kappaB luciferase signal; inhibition, % at 12.5 µM; AID 504558; hit rate 0.69% among 350,000; LMP1-induced NF-kappaB luciferase reporter cells, luminescence; in the data active means inhibition above about 41%;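 further: 0% = neutral control wells and 100% = reference inhibitor control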
TROY NFkB inh = TROY signaling inhibition; inhibition, % at 10 µM; Q293 LMP1-TROYcd NF-kB luciferase reporter, 4 h; AID 1347056; hit rate 0.98% among 360,000;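 active means compounds whose plate-normalised and pattern-corrected inhibition of the luciferase reporter signal at the single screening dose is 50% or more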
CF NFkB block = blocks PAF-induced NF-kB reporter in cystic fibrosis cells | KKLEB NF-kB-GFP reporter, GFP fluorescence overnight | inhibition, % at 5 µM | hit rate 0.86% among 360,000;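 active means at least 50% inhibition at 5 µM, scaled per plate between neutral and stimulator controls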;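 further: PAF is a Pseudomonas aeruginosa culture filtrate used as stimulus; plate controls were PAF-stimulated DMSO wells for no effect and unstimulated DMSO wells for full effect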
KKLEB tox = counter-screen for CF NF-kB inhibitors: cytotoxicity | KKLEB CF airway cells viability, ATPlite luminescence, overnight; hits give low values; cells stimulated with P. aeruginosa culture filtrate | activity change (cytotoxicity), % at 5 µM | hit rate 0.36% among 360,000 | AID 602141;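 active means corrected activity change at or below -50% at 5 µM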
Shn3 inh set2 = reduces Shn3 3'UTR luciferase signal in osteoblasts; Clone20 osteoblast Shn3 3'UTR firefly luciferase, 24 h; inhibition, % at 12.5 µM; hit rate 0.52% among 360,000;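 active means mean inhibition of at least 75% with every replicate also reaching 75%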;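 further: 0% = median of neutral control wells and 100% = pilot-screen positive control compound; some compounds past the cut are filed as inactive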
TRAIL sens C8 = sensitizes caspase-8 expressing cells to TRAIL. NB7+C8 cells + TRAIL, ATPlite viability luminescence. inhibition (viability loss, TRAIL sensitization), % at 10 µM. hit rate 1% among 360,000;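 active means compounds causing at least 50% loss of cell viability in the single-dose screen, relative to plate controls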
SRC1 inh = inhibits human SRC1 coactivator | Q15788 | HEK293 GAL4-SRC1 luciferase reporter, luminescence | inhibition, % at 3.6 µM | hit rate 0.12% among 360,000 | AID 588354;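 active means inhibition above the campaign mean plus 3 SD, with each screening campaign given its own cutoff, cut at about 60% in these data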;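 further: 0% = DMSO treated cells and 100% = gossypol at 36 µM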
Starred values were filed as active, the others as inactive; / = not tested or not shown. This is a subset (hit frequency here may not be typical).

SMILES | TWEAK Fn14 block | NR5A2 inv ag | SRC3 inh | NR2F2 inh | LMP1 NFkB inh | TROY NFkB inh | CF NFkB block | KKLEB tox | Shn3 inh set2 | TRAIL sens C8 | SRC1 inh
COc1ccc(CCN2C(=O)CSC2c2ccc(F)cc2)cc1 (stereo unspecified) | -14 | -13 | -15 | 16 | 4 | -1 | 14 | -17 | 1 | 7 | -8
CC(=O)NC1(C(F)(F)F)C(=O)Nc2c1c(=O)[nH]c(=O)n2CCc1ccccc1 (stereo unspecified) | -25 | 9 | 11 | 5 | -1 | 4 | 9 | 4 | 12 | -3 | 1
COc1ccccc1C(=O)Nc1cccc2nc(C)ccc12 | -36 | 10 | 4 | 11 | 7 | -2 | 0 | -3 | -16 | -15 | 8
Cc1ccc(N2CC(C(=O)Nc3ccc4c(c3)OCCO4)CC2=O)cc1C (stereo unspecified) | 54* | 4 | 3 | 14 | -2 | 46 | 7 | -3 | 14 | -8 | 20
COC(=O)c1ccc[n+](CC(=O)c2ccc(Br)cc2)c1 | -11 | -35 | -4 | -22 | -5 | -50 | -5 | 1 | -4 | -5 | -20
CCOC(=O)C1C(c2ccc3c(c2)OCO3)NC(=O)NC1(O)C(F)(F)F (stereo unspecified) | -7 | 9 | 5 | 3 | -10 | -19 | -22 | 7 | -7 | -17 | -22
O=C(CSc1ncn[nH]1)NCCOc1ccccc1 | -8 | 4 | -5 | 10 | -4 | 4 | -3 | 6 | 0 | 21 | 7
COCCN(C(=O)COC(=O)/C=C/c1cccs1)c1c(N)n(Cc2ccccc2)c(=O)[nH]c1=O | -8 | 9 | -2 | 11 | 2 | -1 | -18 | -6 | 3 | 2 | -6
COc1ccc(C)cc1NC(=O)COC(=O)c1c(-c2ccccc2)noc1C | 6 | -21 | 1 | 10 | 3 | 17 | -10 | 0 | 9 | -2 | -9
CCN(CC)S(=O)(=O)c1ccc2nc(SC)sc2c1 | 3 | -1 | 30 | 7 | -3 | 4 | 9 | -2 | 9 | 10 | -10
O=C(NCc1ccccn1)C1CCN(Cc2cccc(OCc3ccccc3)c2)CC1 | 4 | 5 | -17 | 0 | -3 | -13 | 11 | -15 | -4 | 13 | -23
Cc1cccc(NC(=O)c2ccc(S(=O)(=O)N3CCCCC3)cc2)n1 | 15 | -2 | -14 | 9 | 4 | -25 | 12 | -24 | 12 | 17 | -23
COc1ccccc1N(CC(=O)Nc1cccc(C(F)(F)F)c1)S(C)(=O)=O | 2 | -3 | 16 | 1 | -4 | 12 | 9 | 4 | -7 | 4 | -6
Cc1ccc(S(=O)(=O)N2CCOCC2)cc1NCC(=O)Nc1ccc(OC(F)(F)F)cc1 | -10 | 7 | 8 | -7 | 2 | -9 | -2 | -5 | 28 | 12 | -23
CCOC(=O)c1ccc(-n2c(=O)[nH]c3ccccc3c2=O)cc1 | 9 | -22 | 13 | 14 | 0 | -11 | 2 | 0 | -8 | 2 | -5
CN(C)c1ccc(C(=O)OCC#CCSc2nnc(-c3cccc4ccccc34)o2)cc1 | 4 | -5 | -4 | -6 | -1 | 2 | 8 | -24 | 11 | 2 | 9
Cn1c(=O)oc2cc(S(=O)(=O)CCC(=O)NCCc3ccccc3)ccc21 | 0 | 4 | -16 | -1 | -9 | -13 | 2 | -2 | -13 | 6 | -16
O=C(NCCc1ccc(OC(F)F)cc1)C1CC(=O)N(c2ccc3c(c2)OCCO3)C1 (stereo unspecified) | 6 | 13 | -2 | 13 | -6 | 1 | -40 | 9 | -24 | -13 | -34
CSc1nc(SCC(=O)O)c2sc3nc(-c4ccccc4)c4c(c3c2n1)CCC4 | -1 | 3 | 1 | 1 | 1 | 2 | -9 | -2 | -10 | -12 | -11
c1ccc(CCc2nn3c(C4COc5ccccc5O4)nnc3s2)cc1 (stereo unspecified) | -17 | -32 | -4 | -10 | -4 | -71 | 15 | -17 | -11 | -10 | -7
NS(=O)(=O)c1ccc(CCNC(=O)c2ccc(Cn3c(=O)[nH]c4ccccc4c3=O)cc2)cc1 | -11 | -8 | 8 | 0 | -2 | -4 | -2 | 1 | 2 | -2 | -2
Cc1ccc(N/N=C/c2cccnc2)cc1 | -32 | 4 | 22 | 1 | -30 | -49 | -24 | 12 | -79 | -5 | -8
COc1ccccc1N(C)S(=O)(=O)c1ccc(Cl)c(C(=O)Nc2cccc(C)n2)c1 | -19 | 27 | -7 | 9 | -2 | 1 | 11 | -7 | 18 | -2 | -4
CC1=Nc2nc(N3CCCCC3)c(C#N)c3c4c(nc(c23)N1)N(c1ccc(C(C)C)cc1)C(=O)C4 | 28 | -4 | 3 | -10 | -17 | -7 | 12 | -16 | 5 | -5 | 2
CN(C)c1ccc(NC(=O)Nc2ccc3c(c2)nnn3C)cc1 | -12 | -52 | -49 | -21 | -4 | -18 | 0 | -3 | -64 | -1 | -63
Cc1cc(C)c(NC(=O)CNC(=O)c2cc([N+](=O)[O-])ccc2N2CCOCC2)c(C)c1 | -4 | 4 | -8 | 13 | 7 | -9 | -8 | 2 | -6 | 9 | -3
c1ccc(CCCNc2ncnc3nc[nH]c23)cc1 | -8 | -28 | -8 | 4 | -3 | -15 | 9 | -1 | -5 | 5 | -25
CCOC(=O)CNC(=O)C1(c2ccccc2)CCCC1 | -8 | 1 | 2 | -5 | 2 | -9 | 8 | 4 | 8 | -11 | 11
NC(=O)c1c(NC(=S)Nc2ccccc2)sc2c1CCCC2 | 12 | -7 | -19 | -23 | 0 | -12 | 19 | 9 | -18 | 3 | -16
Cc1ccc(N/N=C/c2ccc3c(c2)OCCO3)cc1Cl | -3 | -27 | -45 | -20 | -73 | 32 | 4 | 3 | -85 | -10 | -65
COc1ccccc1NC(=S)Nc1ccccc1F | -11 | -2 | -26 | 5 | -11 | -19 | -11 | -4 | -5 | 8 | -3
CCC(=O)OCc1c(C(F)(F)F)nn(C)c1Sc1ccc(F)cc1 | 6 | 2 | 19 | 18 | -2 | -9 | 18 | -7 | 3 | -3 | -1
CCN(CC)C1Oc2cc3c(cc2C(c2cc(OC)c(OC)c(OC)c2)C1C)OCO3 (stereo unspecified) | 8 | 43 | 11 | -53 | 15 | 21 | 45 | -21 | 25 | 1 | -4
COC(CNC(=O)Cc1c(C)nc2c(-c3ccccc3)c(C)nn2c1C)OC | -7 | -3 | 3 | -15 | -2 | 4 | 5 | -14 | -46 | 1 | -14
C=CCN(C(=O)CCC(=O)O)C1CC(=O)N(c2ccc(OC)cc2)C1=O (stereo unspecified) | -24 | 2 | 7 | 6 | 0 | 3 | -2 | 2 | 3 | -1 | 1
C[C@H]1CCC[C@]2(O[C@@H](CCO)C[C@@H](O)[C@@H]2O)O1 | -44 | 24 | -11 | 2 | -14 | -12 | 15 | -12 | -16 | -8 | -12
Cc1nn(CC(O)c2ccccc2)c(C)c1Br (stereo unspecified) | -5 | -25 | 1 | 13 | -10 | -44 | 8 | 8 | 8 | 0 | -30
CCc1cccc2c(C(=O)CN3C(=O)N(C)C4(CCCCC4)C3=O)c[nH]c12 | -137 | -10 | 3 | -39 | -98 | -33 | 4 | 10 | 44 | 11 | -23
O=C1OCCC1Sc1nc2cc(Cl)ccc2n1Cc1ccccc1 (stereo unspecified) | -13 | -2 | 21 | -10 | 2 | 0 | 9 | -4 | 12 | 8 | -21
Fc1ccc(-c2nc3c4ccccc4ccn3c2CC2CCCCC2)cc1 | 46 | -14 | -33 | -6 | / | -40 | 35 | -1 | 10 | 12 | -18
COCCN1CCN(C(=O)c2ccc3nc(Cc4ccccc4F)oc3c2)CC1 | -8 | -25 | -2 | 1 | -8 | -1 | 1 | 12 | -3 | -9 | 11
CC(C)NC(=S)Nc1ccc2[nH]c(=O)[nH]c2c1 | -22 | 13 | 3 | -30 | -3 | 5 | 13 | -10 | -11 | 10 | 10
CC1NC(=O)c2ccccc2-n2c1nc1ccc(F)cc1c2=O (stereo unspecified) | 8 | 14 | -17 | -26 | / | -9 | -22 | 15 | -39 | -9 | -8
CCC(=O)Nc1ccc(C(=O)OCc2ccccc2Cl)cc1 | -15 | -85 | -80 | -20 | -15 | -30 | -9 | -4 | -40 | -8 | -96
Cc1ccc(-n2nnc3c(=O)n(CC(=O)NCc4ccccc4)cnc32)cc1 | 5 | 3 | 9 | -6 | -5 | 4 | -7 | 5 | -4 | -11 | -5
O=C1CC(c2ccc3c(c2)OCCO3)Oc2ccccc21 (stereo unspecified) | -11 | -77 | -88 | -14 | -5 | 1 | 10 | 0 | -55 | 2 | -44
CC1CCCCC1NC(=O)/C(C#N)=C/c1ccccc1F (stereo unspecified) | 70* | -10 | 21 | 2 | 7 | 30 | 26 | -14 | 12 | 12 | -7
O=C(Nc1ccccc1Cl)NC1(C(=O)NCc2cccnc2)CCCCC1 | -6 | 9 | -6 | 4 | -7 | 6 | 6 | 5 | -11 | -17 | 10
COc1ccc2c(=O)cc(-c3ccccc3)n(C)c2c1 | -1 | 7 | -4 | -2 | -6 | 17 | 2 | -3 | -30 | 55* | -6
CCC(C)(C)n1nnnc1C(c1cccs1)N1CCN(c2nc3ccccc3s2)CC1 (stereo unspecified) | 43 | 15 | 27 | -3 | 19 | 27 | 18 | 3 | 12 | -10 | 13
COc1cccc2c1CCc1c-2nc2ccccc2c1C(=O)O | -15 | -67 | -46 | -22 | -9 | -68 | 2 | -7 | -53 | 68* | -44
CCN1CCN(c2nc(Nc3cccc(OC)c3)nc(N)c2[N+](=O)[O-])CC1 | 6 | -3 | 5 | 17 | -43 | -3 | -2 | -2 | -8 | 19 | -1
Cc1cccnc1NC1CCCCC1 | -3 | 7 | 0 | -20 | -8 | -3 | 23 | -6 | -8 | -4 | -11
Cc1[nH]c2ccccc2c1C(=O)NS(=O)(=O)Nc1ccc(F)cc1 | 10 | 3 | 1 | -17 | -6 | 38 | -6 | 5 | 2 | 1 | -7
O/N=C1\CCCC\C1=C/c1ccccc1 | -12 | 1 | 11 | 12 | -6 | 3 | -10 | 4 | -16 | -7 | 15
COC(=O)[C@]1(C)N[C@H](CN(C)C(=O)c2ccc(C)cc2)[C@@H]2C(=O)N(Cc3ccccc3)C(=O)[C@@H]21 | 14 | 13 | 2 | 5 | 1 | 1 | -23 | 7 | -5 | -11 | -13
O=C(Nc1cccc(F)c1)c1cccc2c1C(=O)N(C1CCCCC1)C2 | 17 | -4 | 20 | 7 | 1 | 17 | -3 | 4 | 4 | -3 | 15
Cc1nn(CCC#N)c2nc(C(F)(F)F)[nH]c(=O)c12 | 11 | 16 | 14 | 5 | -1 | 3 | 0 | 3 | 10 | 1 | -5
COC(=O)c1ccc(C(=O)OC)c(NC(=O)CCC(=O)O)c1 | -9 | -12 | 7 | 0 | -3 | -12 | -11 | 2 | 10 | -2 | -19
COc1ccc(NC(=O)C2CCN(S(=O)(=O)c3cn(C)nc3C)CC2)cc1 | 0 | -16 | -6 | 21 | 3 | 2 | 1 | 4 | -5 | 8 | -8
